MmCpn inh: Inhibitors of TCP-1 ring complex (TRiC) of Methanococcus maripaludis (MmCpn): qHTS; purified Mm-Cpn ATPase, ADP Transcreener TR-FRET; AID 504842, 2011; 330,000 compounds, 0.031% hits; Potency, µM (doses to about 76.9 µM), for inactives: at the highest dose activity, negative = inhibition, usual class: inhibitors; Chaperonin Mm-Cpn (Methanococcus maripaludis); note: potency is the fitted concentration of half-maximal effect; % is set by controls: 0 for no effect and ±100 for the full control effect; nearly all actives have a fitted effect of over 80% in size
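Purified archaeal Mm-CPN (25nM final) preincubated 10 min at 37degC with compound, then 10uM ATP for 30 min at 37degC; ADP measured by HTRF Transcreener TR-FRET; buffer 30 mM TRIS pH 7.4, 100mM KCl, 5mM MgCl2, 1mM DTT.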
TGFb SMAD3 inh: qHTS for Inhibitors of TGF-b; 410,000 compounds, 1.2% hits; Potency, µM (series often up to 46.1 µM), without a hit: at the top dose activity, negative = inhibition, actives largely listed as inhibitors; AID 588855, 2011; HepG2 CAGA-GFP TGF-b/SMAD3 reporter, GFP fluorescence, 18 h; TGF-beta stimulated, 500 pg/mL final; note: potency is the fitted concentration of half-maximal effect; % is set by controls: 0 for no effect and ±100 for the full control effect; nearly all actives have a fitted effect of over 65% in size
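Smad-responsive CAGA-GFP expression was quantified in HEPG2 cells exposed to compounds and 500 pg/mL final TGF-beta for 18 h at 37 degrees C; unstimulated wells defined full inhibition.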
Akt phos inh: HTS Assay for Inhibitors of Akt Phophorylation: Primary Screen; Neuro2A IGF-stimulated pAkt S473 HTRF, 20 min; hits give low values; activity change, % for hits at 50 µM; 360,000 compounds, 0.32% hits; AID 651550, 2012; in the data active = activity change below about -80%; inconclusive = mostly about -51% to -80%; note: % is set by controls: 0 for no effect and ±100 for the full control effect
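Neuro2A cells in DMEM with 0.5% FBS, overnight at 37 deg C, given compound at single 50 µM final, then IGF (6 nM final) for 20 min at 37 deg C. Lysed; phospho-Akt Ser473 by HTRF after 24 h, 665/615 ratio.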
Nrf2 inh: Nrf2 qHTS screen for inhibitors | 360,000 compounds, 2.1% hits | AID 504444, 2011 | Potency, µM (doses to about 46 µM), inactives show at the highest dose activity change, negative = inhibition, most hits filed as inhibitors | A549 ARE-Fluc reporter, luciferase luminescence, 18-24 h; note: potency is the fitted concentration of half-maximal effect; % is set by controls: 0 for no effect and ±100 for the full control effect; nearly all actives have a fitted effect of over 60% in size
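Reporter: ARE-Fluc in A549. Exposure: 18-24 h, 37 °C, 5% CO2, 5% FBS OPTI-MEM. Readouts: fluorescent cytotoxicity (CellTiter-Fluor), then luminescent Nrf2 signal after BugLite.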
CCT modulator: High-Throughput Screening for Modulators of Cytosolic Chaperonin Activity; purified chaperonin ATPase assay, HTRF ADP detection, 30 min; activity change, % (concentration not given with the values), hits read low; 360,000 compounds, 0.3% hits; in the data active = activity change below about -30%; note: % is set by controls: 0 for no effect and ±100 for the full control effect
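We incubate TRiC, 40 or 20 nM final, with library compounds at 76 uM and 10 uM ATP for 30 min at 37 °C. ADP formed is detected with Transcreener HTRF reagents after 30 min at room temperature.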
EPAC2 agonist: qHTS for Agonist of cAMP-regulated guanine nucleotide exchange factor 4 (EPAC2): primary screen; Rap guanine nucleotide exchange factor 4 (Homo sapiens), Q8WZA2; EPAC2 activation, biochemical qHTS; response scale: 100% = 6.5 mM cAMP response; Potency, µM (doses to about 154 µM), for the others: at the highest dose activation, actives largely listed as activators; 360,000 compounds, 0.079% hits; AID 720711, 2013; note: potency is the fitted concentration of half-maximal effect; nearly all actives have a fitted effect of over 50% in size
Target sequence (Q8WZA2 whole entry, looked up): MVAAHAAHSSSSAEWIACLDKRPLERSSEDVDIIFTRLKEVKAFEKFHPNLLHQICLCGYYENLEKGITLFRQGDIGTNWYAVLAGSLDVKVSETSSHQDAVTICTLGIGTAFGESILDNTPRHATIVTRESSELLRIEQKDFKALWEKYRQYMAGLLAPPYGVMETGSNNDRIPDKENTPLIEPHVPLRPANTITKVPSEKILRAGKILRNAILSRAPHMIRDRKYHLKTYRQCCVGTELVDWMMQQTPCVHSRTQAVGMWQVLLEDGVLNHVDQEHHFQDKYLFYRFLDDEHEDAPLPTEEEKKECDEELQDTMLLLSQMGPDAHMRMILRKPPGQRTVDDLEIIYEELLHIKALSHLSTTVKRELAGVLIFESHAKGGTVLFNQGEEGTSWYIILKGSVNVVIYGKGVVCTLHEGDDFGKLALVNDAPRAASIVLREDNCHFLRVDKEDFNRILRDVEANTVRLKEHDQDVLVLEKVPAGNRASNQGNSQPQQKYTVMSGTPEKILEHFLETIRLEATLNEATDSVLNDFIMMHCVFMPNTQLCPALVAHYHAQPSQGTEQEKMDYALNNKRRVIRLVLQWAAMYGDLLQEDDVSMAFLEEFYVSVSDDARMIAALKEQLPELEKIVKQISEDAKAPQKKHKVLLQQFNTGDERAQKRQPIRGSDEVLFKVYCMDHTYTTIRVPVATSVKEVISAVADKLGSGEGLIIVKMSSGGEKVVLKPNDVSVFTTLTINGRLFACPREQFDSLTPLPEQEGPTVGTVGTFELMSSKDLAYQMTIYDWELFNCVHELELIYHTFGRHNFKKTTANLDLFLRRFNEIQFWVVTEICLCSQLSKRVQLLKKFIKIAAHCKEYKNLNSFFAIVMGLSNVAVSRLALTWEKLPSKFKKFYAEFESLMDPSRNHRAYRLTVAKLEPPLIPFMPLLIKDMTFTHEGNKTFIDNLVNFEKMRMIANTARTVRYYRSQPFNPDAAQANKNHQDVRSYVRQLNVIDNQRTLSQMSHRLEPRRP
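qHTS, titration series. 100 nM EPAC2 / 250 nM Rap1B-BODIPY-GDP / 50 uM GDP; RT; ex 480/em 540 nm, 5-min reads to 30 min. Norm. to 6.5 mM cAMP = activation.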
EPAC2 antagonist: qHTS for Antagonist of cAMP-regulated guanine nucleotide exchange factor 2 (EPAC2): primary screen | Rap guanine nucleotide exchange factor 4 (Homo sapiens), Q8WZA2 | EPAC2 GEF exchange of Rap1B-BODIPY-GDP, fluorescence | Potency, µM (doses to about 114 µM), for the others: top-dose activity, negative = inhibition, actives largely listed as inhibitors | 360,000 compounds, 0.18% hits; note: potency is the fitted concentration of half-maximal effect; % is set by controls: 0 for no effect and ±100 for the full control effect; nearly all actives have a fitted effect of over 45% in size; many of its hits are not listed in these tables
A549 viability: Nrf2 qHTS screen for inhibitors: counterscreen for cytotoxicity; A549 ARE-Fluc cells, CellTiter-Fluor viability, 18-24 h; Potency, µM (series often up to 46 µM), without a hit: at the highest dose activity change, negative = cytotoxicity, most hits filed as inhibitors; 390,000 compounds, 0.16% hits; AID 504648, 2011; note: potency is the fitted concentration of half-maximal effect; % is set by controls: 0 for no effect and ±100 for the full control effect
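A549 ARE_Fluc cells in 5% FBS OPTI-MEM were exposed to compounds in concentration-response for 18-24 h at 37 deg C. Viability was read by CellTiter-Fluor fluorescence (Ex 405/Em 525) after 30 min, before the luciferase read.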
Nrf2 activator: qHTS of Nrf2 Activators; 410,000 compounds, 0.31% hits; AREc32 ARE-luciferase reporter (MCF7-derived line), luminescence, 24 h; Potency, µM (titrated, usually from 46.1 µM), for inactives: top-dose activation, actives largely listed as activators; note: potency is the fitted concentration of half-maximal effect; % of control where 0% means no effect; nearly all actives have a fitted effect of over 65% in size
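Each well held 1000 AREc32 cells, which were incubated with compound for 24 hr at 37 deg C after overnight attachment, and ARE reporter activity was quantified by firefly luciferase luminescence.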
Active calls of the source: *; i = inactive; ? = inconclusive; / = not tested or not shown; [ ] = another dose, or the depositor's remark. Unless noted, calls come from the whole dose curve; as a rule, active = well fitted curve in the direction sought with a large enough effect; inconclusive = small, poorly fitted or top-dose-only effect, or another doubt; inactive = no such curve, though single readings can be large; an effect the other way counts as inactive or inconclusive. Only part of the results is shown; count on the stated rates, not on these rows.

SMILES	MmCpn inh	TGFb SMAD3 inh	Akt phos inh	Nrf2 inh	CCT modulator	EPAC2 agonist	EPAC2 antagonist	A549 viability	Nrf2 activator
CCSc1ncc(C#N)c(=O)[nH]1	1%	32%[activator]	i	/	-3.6	14%	2%	4%	-1.0%
Cc1ccc2c(CNCCc3ccc(Cl)cc3)c(C(=O)O)n(Cc3ccc(F)cc3)c2c1	/	?	/	-23%	/	/	/	?	3.8%
Cc1cc(C)cc(NC(=S)N(CCN(C)C)Cc2cccs2)c1	1%	-13%	i	-16%	-4.0	4%	2%	-1%	1.6%
O=c1cc(CSc2n[nH]c(-c3ccncc3)n2)nc2sccn12	1%	-7%	i	-3%	1.5	6%	0%	-2%	-0.6%
COc1cc(/C=N/NC(=O)c2ccncc2)ccc1OCC(=O)Nc1cccc([N+](=O)[O-])c1	0%	-3%	i	9%	-0.7	5%	-4%	5%	27%
COc1ccc(-c2cc(C(F)(F)F)nc(SCC(N)=O)n2)cc1	-12%	-11%	i	-21%	-2.7	-3%	5%	-7%	-0.5%
c1ccc2sc(SCSc3nc4ccccc4s3)nc2c1	-1%	-11%	i	14%	0.2	14%	0%	2%	6.7%
Cc1oc(-c2ccccc2)nc1C(=O)N1CCN(c2ccc(F)cc2)CC1	-2%	-6%	i	-9%	0.8	13%	6%	3%	0.0%
Cc1ccc(-n2ncc(C(=O)NC3CC3)c2C2CCN(C(=O)OC(C)(C)C)CC2)cc1	-1%	1%	i	-17%	-1.8	-6%	-5%	-1%	0.3%
Cc1cccc(OCCSc2nc3ccc(NC(=O)c4cccs4)cc3s2)c1	/	-14%	/	23µM*	/	/	/	1%	0.6%
COc1cccc(CN2C(=O)NC3(CCCCCC3)C2=O)c1	0%	?	i	12%	0.8	2%	3%	-1%	-0.7%
COc1cc2[nH]c(=O)n(CCC(=O)NCc3cccnc3)c(=O)c2cc1OC	0%	1%	i	-18%	-3.1	-13%	-2%	-7%	0.5%
CC(C)OCCCNC(=O)C1CC(=O)N(C2CCCCCCC2)C1 (stereo not given)	0%	-8%	i	8%	-2.0	-5%	-2%	1%	-0.9%
O=C(NCc1ccco1)c1cc(-c2ccc(F)cc2)on1	2%	-18%	i	/	-0.5	9%	-5%	7%	5.6%
O=C(CSc1nc2cc(Cl)ccc2o1)NCCc1ccccc1	-8%	-23%	i	?	-0.1	1%	6%	-8%	0.0%
CCC(=O)N1N=C(c2cccs2)CC1c1ccc(OC)cc1 (stereo not given)	-3%	-10%	i	-19%	0.4	-2%	?	1%	3.8%
COc1ccc(NC(=O)c2nc(C)n(-c3ccc([N+](=O)[O-])cc3)n2)cc1	-6%	15%	i	-1%	0.0	7%	-2%	-13%	1.5%
CCCCNC(=O)CSc1nc2ccc(NC(=O)CSc3nnc(COc4ccccc4C)n3C)cc2s1	0%	-18%	i	-8%	-0.4	-2%	-1%	6%	0.7%
CN(C(=O)CSc1nnc(-c2cccnc2)o1)C1CCCCC1	0%	-3%	i	17%	0.8	0%	3%	3%	-0.2%
O=C(Nc1oc2ccccc2c(=O)c1-c1ccc(Cl)cc1)c1ccco1	-8%	-11%	i	2%	1.4	1%	-10%	4%	24%
CC1CCN(CCCNC(=O)C2CCCN(c3ncnc4c3nc3n4CCCCC3)C2)CC1 (stereo not given)	2%	-2%	i	2%	-3.8	-6%	-16%	0%	0.0%
CCN(CC(=O)Nc1ccccc1C(F)(F)F)C(=O)CCc1nc2sc3c(c2c(=O)[nH]1)CCCC3	1%	1%	i	-5%	-2.5	-8%	7%	-10%	-0.2%
O=C1C(Cl)=C(N2CCN(Cc3ccccc3)CC2)C(=O)N1Cc1ccccc1	-12%	-9%	i	?	-1.9	14%	-3%	8%	-0.4%
N#Cc1cc2c(nc1SCc1cccc(Cl)c1)CCCCC2	0%	-2%	i	6%	-2.0	1%	-4%	15%	-1.3%
C[C@@H]1CN([C@@H](C)CO)C(=O)CCCn2nncc2CO[C@H]1CN(C)S(=O)(=O)c1ccccc1F	/	1%	i	/	-1.3	12%	11%	/	0.0%
COc1ccc(C(=O)O)cc1S(=O)(=O)NCCCN1CCCC1=O	-1%	29%	i	/	-0.3	17%	-10%	6%	0.4%
CCOC(=O)/C=C1\SCC(=O)N1CC(=O)NCCc1ccc(F)cc1	1%	8%	i	2%	-0.7	3%	5%	-8%	-0.3%
O=C(NC(C(=O)c1ccccc1)N1CCOCC1)c1cccs1 (stereo not given)	0%	-27%	i	?	0.4	1%	-4%	20%[1.84 µM]	-0.3%
Cc1ccc(-c2noc(COC(=O)c3ccco3)n2)cc1	?	5%	i	15%	-2.0	10%	-4%	-2%	0.2%
C/C(=N/NC(=O)CNC(=O)c1cccnc1)c1ccco1	0%	12%	i	-8%	1.2	7%	6%	0%	2.4%
CC(=O)c1ccc(OCC(O)CN2CCN(Cc3ccccc3)CC2)cc1 (stereo not given)	-1%	7%	i	-5%	-1.2	1%	7%	5%	0.2%
CC1CCCCN1S(=O)(=O)c1cn(C)c(=O)n(C)c1=O (stereo not given)	3%	-2%	i	3%	-1.2	-2%	2%	-2%	-0.7%
O=C(Cc1cccc2ccccc12)N1CCN(c2ncccn2)CC1	0%	-11%	i	-2%	-1.3	11%	3%	-1%	-0.6%
Cc1ccccc1-c1nc2c(s1)CCc1onc(-c3cccc([N+](=O)[O-])c3)c1-2	2%	-2%	i	-13%	0.4	5%	14%	12%	-1.0%
O=[N+]([O-])c1ccc(-c2csc(N/N=C/c3cccnc3)n2)cc1	3%	-20%	i	-10%	0.3	-1%	-2%	-1%	0.4%
O=S(=O)(c1ccc(NC(=S)Nc2ccc3c(c2)OCO3)cc1)N1CCOCC1	-4%	-17%	i	1%	0.6	-1%	0%	-2%	3.8%
COc1cccc(/C=C2/SC(=O)N(CC(=O)N3CCc4ccccc4C3)C2=O)c1OCC(=O)O	0%	-18%	i	/	-4.1	-5%	1%	0%	-0.6%
O=C(NCCc1ccccc1)c1ccc2c(c1)CCN2S(=O)(=O)c1ccccc1	/	13%	/	?	/	/	/	-6%	6.8%
CCCC(=O)NC(c1ccc(Cl)cc1)c1ccc2cccnc2c1O (stereo not given)	1%	?	i	?	2.0	0%	-10%	-16%	-0.3%
CN(CC(=O)N1CCN(Cc2ccccc2)CC1)S(=O)(=O)c1cccc2nsnc12	6%	11%	i	?	-2.1	3%	-8%	0%	-0.2%

Among those listed so far, these have a CF3 group.
SMILES	MmCpn inh	TGFb SMAD3 inh	Akt phos inh	Nrf2 inh	CCT modulator	EPAC2 agonist	EPAC2 antagonist	A549 viability	Nrf2 activator
COc1ccc(-c2cc(C(F)(F)F)nc(SCC(N)=O)n2)cc1	-12%	-11%	i	-21%	-2.7	-3%	5%	-7%	-0.5%
CCN(CC(=O)Nc1ccccc1C(F)(F)F)C(=O)CCc1nc2sc3c(c2c(=O)[nH]1)CCCC3	1%	1%	i	-5%	-2.5	-8%	7%	-10%	-0.2%

Other records follow:
SMILES	MmCpn inh	TGFb SMAD3 inh	Akt phos inh	Nrf2 inh	CCT modulator	EPAC2 agonist	EPAC2 antagonist	A549 viability	Nrf2 activator
Cc1cc(C)c(NC(=O)C2CCN(c3nn4c(=O)cc(C)nc4s3)CC2)c(C)c1	/	?	/	27%	/	/	/	11%	-0.3%
CCc1ccccc1S(=O)(=O)Cc1ccc(C(=O)N2CCN(c3ccccc3OC)CC2)o1	0%	?	i	?	0.4	16%	-19%	-19%	-0.2%
CCn1c(=NC(=O)c2ccc(S(=O)(=O)N(C)C)cc2)sc2cccc(OC)c21	0%	20%	i	-25%	2.2	7%	27%	12%	-0.3%
Cc1cccc(NC(=O)c2cc3ccccc3c(=O)o2)n1	/	2%	i	?	-1.8	1%	-5%	5%	3.5%
CC(C)(C)c1ccc(/C=C/C(=O)c2ccc(NC3=NCCCS3)cc2)cc1	-2%	?	i	?	-0.6	-11%	2%	?	7.7%
O=C(Nc1ccc(NC(=O)c2ccco2)c(Cl)c1)c1ccccc1	2%	1%	i	27%	-0.6	1%	3%	11%	5.0%
CC(OC(=O)c1ccc(=O)n(Cc2ccccc2)n1)C(=O)Nc1cccc(Cl)c1 (stereo not given)	-1%	-8%	i	1%	-0.1	-2%	-2%	-3%	0.1%
COCCn1c(CCC(=O)Nc2ccc(OC)c(OC)c2)nc2cccnc21	/	10%	/	4%	/	/	/	-1%	-0.1%
O=C(c1ccc(Cn2c(=S)[nH]c3ccc(N4CCOCC4)cc3c2=O)cc1)N1CCC(N2CCCCC2)CC1	0%	5%	i	?	-0.9	3%	5%	-3%	0.3%
COc1ccc(CC(=O)N2CCCc3ccccc32)cc1	1%	-13%	i	8%	1.3	2%	4%	0%	0.5%
CCC(CO)Oc1cc(NCc2ccncc2)c2ncn(C(C)C)c2c1 (stereo not given)	2%	15%	i	8%	-0.4	-5%	25%	1%	-0.2%
FC(F)c1nc2nc(Cl)c(Cl)nc2[nH]1	/	6%	i	/	1.2	3%	-14%	/	2.1%
O=C(CN1CCN(c2ccc(C(F)(F)F)cn2)CC1)Nc1ccc2c(c1)OCO2	1%	?	i	?	2.5	1%	-5%	-2%	-0.6%
COc1ccc2[nH]c3nc(SC(C)C)nnc3c2c1	-3%	8%	i	?	-0.7	7%	0%	-2%	5.4%
CCc1ccc(OCC(=O)N/N=C(\C)c2ccccc2OC(F)F)cc1	-1%	-6%	i	?	1.0	-18%	-6%	-3%	-0.2%
